CD40 NFkB inh: CD40 pathway inhibition in BL2 cells; BL2 NF-kB luciferase reporter, CD40L-induced, 4 h; inhibition, % at 10 µM; 83,000 compounds, 0.94% hits;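 active means mean inhibition of at least 50% with a set share of replicates also reaching that level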;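 further: 0% = neutral control wells and 100% = IKK inhibitor VII at 50 µM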
An asterisk follows results filed as active; & = joins results of further samples; [ ] = another dose, or the depositor's remark.

nr	SMILES	CD40 NFkB inh
1	CC(C)(C)c1ccc(CC(=O)N2CCC2(C)C(=O)NS(=O)(=O)c2ccc(Cl)cc2)cc1 (stereo unspecified)	8
2	Cn1c(-c2cccs2)[n+](C)c2ccccc21	18
3	CC(C)CC#Cc1ccc([C@@H]2[C@H]3CN(C(=O)NC4CCCC4)CC(=O)N3[C@H]2CO)cc1	6
4	CCCCn1c(N)c(N(CC(C)C)C(=O)c2cc(-c3ccc(OC)cc3)nc3ccccc23)c(=O)[nH]c1=O	31
5	O=C(NCC1COc2ccccc2O1)c1ccc(NC(=O)c2ccco2)cc1 (stereo unspecified)	-5
6	O=[N+]([O-])c1cc(Cl)c(Cl)c(Cl)c1Cl	22
7	COc1ccc2c(c1)cc1c(=O)n(CC(=O)NCCCOC(C)C)nc(C)n12	2
8	CC(C)N(Cc1nccn1C)C(=O)c1ccc2oc(CCCc3ccccc3)nc2c1	-12
9	N#C[C@H]1[C@@H](c2ccc(C3=CCCC3)cc2)[C@H](CO)N1C(=O)C1CC1	13
10	O=C(CSCc1ccco1)Nc1cc(C(F)(F)F)ccc1N1CCOCC1	15
11	Clc1ccccc1CN1CCc2sccc2C1	24
12	Cc1ccnc(SCC(=O)c2cccs2)n1	-62
13	O=C(NC1=NCCS1)c1ccc(N2CCCC2=O)cc1	-32
14	Cn1c(=O)c(Sc2ccccc2)c(O)c2ccccc21	-3
15	Cc1ccc2cccc(OCC(=O)Nc3ccc4c(c3)OCO4)c2n1	0
16	CN1CCN(C(=O)C[C@H]2C[C@@H]3c4cc(NC(=O)C5CCC5)ccc4O[C@@H]3[C@@H](CO)O2)CC1	-3[25 µM]
17	CCN(C(=O)COC(=O)c1ccc2c(c1)OCO2)c1c(N)n(Cc2ccccc2)c(=O)[nH]c1=O	-6
18	CC(C(=O)NC1CCCC1)N1C(=O)c2cccc3cccc1c23 (stereo unspecified)	7
19	CCCNC(=O)N1C[C@@H]2N[C@H](C1)C2c1ccc(-c2cccc(F)c2)cc1 (stereo partly specified)	34&0[25 µM]
20	CC(C)CC(NS(=O)(=O)c1cc(C(=O)O)ccc1Cl)C(=O)O (stereo unspecified)	6
21	CC1CCCCN1C(=O)c1ccc(C(=O)c2ccccc2)cc1 (stereo unspecified)	-15
22	CCCc1cc(C(=O)OC)c(NC(=O)OCC)s1	6
23	CCN(CC)CCNc1ccc(CO)c2oc3cc(Cl)ccc3c(=O)c12	2
24	CSCCC(NC(=O)COc1ccccc1)C(=O)N(C)Cc1ccc(Cl)cc1Cl (stereo unspecified)	4
25	Cc1nnc2c(N3CCN(C(=O)c4ccco4)CC3)nc3ccccc3n12	-5
26	O=C(NCCCn1ccnc1)c1ccc(NS(=O)(=O)c2cccc([N+](=O)[O-])c2)cc1	9
27	Cc1ccc(NC(=O)C(=O)NCCCN2CCCC2=O)cc1	-4
28	COc1ccc(NC(=O)CC#N)cc1OC	2
29	CC1(c2ccc(Cl)cc2Cl)NC(=O)N(CC(=O)NCCC2=CCCCC2)C1=O (stereo unspecified)	2
30	COc1ccccc1CN1C[C@@H]2C[C@@H](c3ccc4nsnc4c3)N3CCC[C@@]23C1=O	-7
31	CC(C)[C@H](C)NC(=O)N(C)C[C@@H]1OCc2ccccc2-c2c(n(C)c3ccccc23)C(=O)N([C@@H](C)CO)C[C@@H]1C	6
32	CC(=O)c1ccc(Oc2cc(C)nc(N3CCOCC3)n2)cc1	1
33	Cc1ccc(S(=O)(=O)c2cc3ccccc3oc2=Nc2ccc3c(c2)OCO3)cc1	-1
34	C=CCSc1nc(C)c(CCC(C)C)c(=O)[nH]1	8
35	O=C(NC12CC3CC(CC(C3)C1)C2)c1ccc(S(=O)(=O)N2CCOCC2)cc1	10
36	O=C(COc1ccc2ccccc2c1)Nc1ccc2c3c(cccc13)CC2	4
37	COc1ccccc1NC(=O)CCCNC(=O)Cn1cnc2sc(C)c(C)c2c1=O	1
38	O=C(c1ccc(Cl)s1)N1CCN(S(=O)(=O)c2ccc(Cl)cc2)CC1	5
39	COc1ccccc1NS(=O)(=O)c1cccc(C(=O)NNC(=O)c2ccc(Cl)nc2)c1	-2
40	O=C(Nc1nc2ccc(F)cc2s1)C1=NN(c2ccccc2)C(=O)CC1	-49

Gathered by group, those above with an aryl methoxy group (6)
nr	SMILES	CD40 NFkB inh
4	CCCCn1c(N)c(N(CC(C)C)C(=O)c2cc(-c3ccc(OC)cc3)nc3ccccc23)c(=O)[nH]c1=O	31
7	COc1ccc2c(c1)cc1c(=O)n(CC(=O)NCCCOC(C)C)nc(C)n12	2
28	COc1ccc(NC(=O)CC#N)cc1OC	2
30	COc1ccccc1CN1C[C@@H]2C[C@@H](c3ccc4nsnc4c3)N3CCC[C@@]23C1=O	-7
37	COc1ccccc1NC(=O)CCCNC(=O)Cn1cnc2sc(C)c(C)c2c1=O	1
39	COc1ccccc1NS(=O)(=O)c1cccc(C(=O)NNC(=O)c2ccc(Cl)nc2)c1	-2

Later entries
nr	SMILES	CD40 NFkB inh
41	CN(C)CC(=O)N1[C@@H](C#N)[C@H](c2ccccc2-c2ccc(C(=O)N(C)C)cc2)[C@@H]1CO	-3[25 µM]
42	Cc1cc(N)n(-c2ccc3ccccc3c2)n1	-69
43	COc1ccc(S(=O)(=O)N2CCCCC2)cc1NC(=O)CCNC(=O)c1ccccc1Cl	15
44	O=C(COC(=O)c1ccccc1)Nc1cc(S(=O)(=O)N2CCCCCC2)ccc1Cl	3
45	c1ccc2nc(C3=NCCN3)ccc2c1	-5[25 µM]
46	C[C@@H]1CN([C@@H](C)CO)C(=O)c2ccccc2-c2ccccc2CO[C@@H]1CN(C)Cc1cccc(O)c1	1
47	CCCN(CCC)S(=O)(=O)c1ccc(C(=O)Nc2c(C)n(C)n(-c3ccccc3)c2=O)cc1	6
48	CC(Sc1n[nH]c(-c2ccccc2)n1)C(=O)c1c(N)n(C)c(=O)n(C)c1=O (stereo unspecified)	-4
49	Cc1nc2cc(NC(=O)C3(C)CCCN(C(C)C)C3)ccc2o1 (stereo unspecified)	-17
50	CCN1C(=O)CSC1=NC1C2CC3CC(C2)CC1C3 (stereo unspecified)	-3
51	NCC[C@H]1CC[C@@H](NS(=O)(=O)c2ccc(Cl)cc2)[C@@H](CO)O1	3&0[25 µM]
52	CN(C(=O)Cn1c(=O)oc2cc(S(=O)(=O)N3CCCC3)ccc21)C1CCCCC1	18
53	CN(C)CC(=O)N[C@H]1C=C[C@@H](CC(=O)NCc2ccc(Cl)cc2)O[C@H]1CO	0[25 µM]
54	COC(=O)CCN(C(C)=O)c1ccc(N)cc1	1
55	COCCNC(=O)c1ccc2c(c1)C(=O)c1ccccc1-2	-34
56	Cc1ccc(N(CC(=O)NCc2ccccn2)S(=O)(=O)c2ccccc2)cc1C	3
57	CN(C)C1(CNC(=S)Nc2ccccc2C(F)(F)F)CCCCC1	16
58	O=C(c1ccco1)N1CCN(c2ccc([N+](=O)[O-])c(N3CCOCC3)c2)CC1	8
59	Cc1nc(CSc2nsc(C)c2C#N)cs1	-8
60	O=C1[C@H](Cc2ccc(C(F)(F)F)cc2)CCn2cc(nn2)COC[C@@H]2CCCCN2C(=O)[C@H](Cc2ccc(C(F)(F)F)cc2)CCn2cc(nn2)COC[C@@H]2CCCCN12	9
61	Cc1nnsc1C(=O)N1CCN(c2ccc(F)cc2)CC1	-2
62	CC(=O)N1CN(C2CC(C)(C)NC(C)(C)C2)Cc2c1sc1c2CCCC1	0
63	Cc1cc(-c2c(C)[nH]n(-c3ccccc3)c2=O)n[nH]1	-35
64	COC(=O)c1nc2ccccn2c1F	1
65	CN1C[C@H]2[C@@H](c3ccccc31)[C@H](CO)N2Cc1ccccc1Cl	6[25 µM]
66	Cc1ccc(N2CC(C(=O)NCc3n[nH]c(=O)c4ccccc34)CC2=O)cc1 (stereo unspecified)	6
67	FC(F)(F)c1cccc(-c2cc3nc(NCCOc4ccccc4)ccn3n2)c1	-15
68	O=S1(=O)c2cccc3cccc(c23)N1Cc1ccc(-c2nnco2)cc1	-19
69	CN1C(=O)c2cc(NC(=O)NCc3ccccc3)ccc2OC[C@@H]2O[C@H](CC(=O)NCC3CCCCC3)CC[C@@H]21	30[25 µM]
70	COC(=O)Cn1nc(-c2ccc(C)cc2)c2ccccc2c1=O	-4
71	Cn1nccc1C(=O)N1CCCC(C(=O)c2ccc(Oc3ccccc3)cc2)C1 (stereo unspecified)	13
72	COc1ccc2oc(C(=O)OCC(=O)N(C)c3ccccc3)c(C)c2c1	-13
73	Cc1cccc(N2CCN(C(=O)C3CCCN(S(=O)(=O)c4cnc[nH]4)C3)CC2C)c1 (stereo unspecified)	8
74	O=S(=O)(Nc1cccc(-c2ccc3nncn3n2)c1)c1ccccc1F	30
75	C/C(=N\NC(=O)CCCNc1cccc(C)c1)c1ccncc1	9
76	C[C@H]1CN([C@@H](C)CO)C(=O)c2c(c3ccccc3n2C)-c2ccccc2CO[C@H]1CN(C)C(=O)[C@H](Cc1ccccc1)N(C)C	38[25 µM]
77	COc1ccc(C(=O)c2c(N)sc3c2CCN(C)C3)cc1	10
78	c1ccc(Cn2nnc3cnccc32)cc1	-4
79	C/C(=N/NS(=O)(=O)c1ccccc1)c1ccc(NC(=O)C2CC2)cc1	-2
80	CC=Cc1ccc2n(c1=O)C[C@H]1[C@H](CO)[C@@H](C(=O)NCCc3ccncc3)N[C@@H]21 (mixture of isomers)	1[25 µM]
81	Cc1ccn2c(CNCC3COCCO3)c(C(=O)N3CCCCCC3)nc2c1 (stereo unspecified)	3
82	CN(C(=O)Cc1noc2ccccc12)c1ccccc1	-17
83	Cc1ccccc1/C=C/C1=NCCN1	12
84	Fc1ccccc1CSc1nncn1NCc1cccs1	-12
85	Nc1ccc(C(=O)N(CCO)CCO)cc1	0
86	Cn1c(SCC(=O)Nc2ccc(Br)cc2F)nnc1-c1ccco1	0
87	COC(=O)C1[C@H]2C(=O)N(Cc3cccs3)C[C@]23C=C[C@H]1O3 (stereo partly specified)	8
88	O=C(C1CCCC1)N1CC(=O)N2[C@H](C1)[C@@H](c1ccc(C#Cc3cccc(F)c3)cc1)[C@@H]2CO	23
89	CCc1ccccc1OCC(=O)OCC(=O)Nc1cc(C)on1	3
90	CCn1c2ccccc2c2cc(/C=N/O)ccc21	23
91	CC(=O)c1cccc(NC(=S)NCCc2ccc(F)cc2)c1	-10
92	C[C@H](CO)N1C[C@H](C)[C@H](CN(C)S(=O)(=O)c2ccccc2C#N)OCc2cnnn2CCCC1=O	-8[25 µM]
93	C[C@H](NC(=O)C[C@H]1C[C@@H]2c3cc(NC(=O)NC4CCCC4)ccc3O[C@@H]2[C@@H](CO)O1)c1ccccc1	0
94	O=C(Nc1ccc(F)cc1)N1CC(=O)N2[C@H](CO)[C@H](c3ccc(-c4cccc(F)c4)cc3)[C@@H]2C1	12[25 µM]
95	CC(=O)c1ccc(OC(=O)CCc2nc3ccccc3s2)cc1	12
96	CCS(=O)(=O)N1Cc2ccccc2CC1C(=O)Nc1cccc(C)c1 (stereo unspecified)	-43
97	O=C(O)C(Cc1ccccc1)n1cnnn1 (stereo unspecified)	3
98	CCNC(=O)NC(=O)CSc1ccc(S(=O)(=O)N2CCOCC2)cn1	4
99	O=C(O)CC/C(=C/c1cccc(NC(=O)c2ccccc2Cl)c1)c1nc2ccccc2s1	-16
100	CO[C@H](CN(C)S(=O)(=O)c1ccc(Cl)cc1)[C@@H](C)CN([C@@H](C)CO)S(=O)(=O)c1cccc(Cl)c1	5

A second format for two compounds above:
(85) Nc1ccc(C(=O)N(CCO)CCO)cc1
- CD40 NFkB inh: 0

(93) C[C@H](NC(=O)C[C@H]1C[C@@H]2c3cc(NC(=O)NC4CCCC4)ccc3O[C@@H]2[C@@H](CO)O1)c1ccccc1
- CD40 NFkB inh: 0

The list goes on.
nr	SMILES	CD40 NFkB inh
101	CCCNC(=O)N1[C@H](CO)[C@H](c2ccc(-c3ccccc3)cc2)[C@H]1CNC(C)=O	-10[25 µM]
102	CCCN1[C@H](CO)[C@H](c2ccc(C#CC3CCCCC3)cc2)[C@@H]1CNC(=O)C1CC1	-8[25 µM]
103	CN1CCN(C(=O)C[C@@H]2CC[C@@H]3[C@H](COC[C@H](O)CN3Cc3cccc(-c4ccncc4)c3)O2)CC1	-7[25 µM]
104	Cc1ccc(OCCCCNC(C)(C)C)c([N+](=O)[O-])c1	-7
105	CC(=O)N1CCc2cc(S(=O)(=O)NCCCN3CCCCC3)ccc21	18
106	Cc1cc(Cl)ccc1OCc1nnc(-c2ccccc2C)o1	-25
107	N#Cc1ccccc1Sc1ccccc1C(=O)Nc1ccc2ccccc2c1	6
108	COCc1nnc(NC(=O)C23CC4CC(CC(C4)C2)C3)s1	-19
109	O=C(COc1ccc(F)cc1)N1CCC(c2ccccc2)C1 (stereo unspecified)	-73
110	Cc1ccc(NC(=O)C(C)OC(=O)C2CC3CCCC(C2)C3=O)cc1S(=O)(=O)N1CCOCC1 (stereo unspecified)	0
111	O=C(C[C@H]1C=C[C@@H](NS(=O)(=O)c2ccc(F)cc2)[C@H](CO)O1)N1CCc2ccccc2C1	-3[25 µM]
112	CC1Sc2ccc(C(=O)NCc3ccccn3)cc2NC1=O (stereo unspecified)	-28
113	CCCC(C)C(=O)Nc1ccc(Cl)cn1 (stereo unspecified)	-1
114	CC(=O)c1cccc(NC(=O)C(C)Sc2nnc3ccccn23)c1 (stereo unspecified)	0
115	Cc1ccc(Cn2ccc(NC(=O)c3cc(-c4cccc(Cl)c4)on3)n2)cc1	11
116	O=c1c2cnn(-c3ccccc3)c2ncn1Cc1ccccc1	-3
117	CCN(CC)S(=O)(=O)c1ccc(OC)c(NC(=O)c2ccc(N3CCCC3=O)cc2)c1	0
118	N#C[C@H]1[C@@H](c2ccccc2C2=CCCCC2)[C@@H](CO)N1C(=O)c1ccccn1	22[25 µM]
119	Cc1cc(C)c2ccc(Cl)cc2n1	9
120	COCOc1cccc(CN2CCC(C)(Oc3cccc(C#N)c3)C2)c1 (stereo unspecified)	1
121	O=C(O)C1C2C=CC(C2)C1C(=O)NCCc1ccncc1 (stereo unspecified)	1

Compound activity as filed in PubChem.

Not all compounds are listed (hit frequency here may not be typical).
